D2 PAM: positive allosteric modulators of human D2 dopamine receptor; P14416; HEK293 T-REx D2, calcium flux, EC20 dopamine potentiation; potentiation, % at 10 µM; 340,000 compounds, 0.34% hits;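 active = potentiation over 3 SD above the plate norm, cut at about 30% in these data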; note: 0% is about no effect
Target sequence (P14416 whole entry, looked up): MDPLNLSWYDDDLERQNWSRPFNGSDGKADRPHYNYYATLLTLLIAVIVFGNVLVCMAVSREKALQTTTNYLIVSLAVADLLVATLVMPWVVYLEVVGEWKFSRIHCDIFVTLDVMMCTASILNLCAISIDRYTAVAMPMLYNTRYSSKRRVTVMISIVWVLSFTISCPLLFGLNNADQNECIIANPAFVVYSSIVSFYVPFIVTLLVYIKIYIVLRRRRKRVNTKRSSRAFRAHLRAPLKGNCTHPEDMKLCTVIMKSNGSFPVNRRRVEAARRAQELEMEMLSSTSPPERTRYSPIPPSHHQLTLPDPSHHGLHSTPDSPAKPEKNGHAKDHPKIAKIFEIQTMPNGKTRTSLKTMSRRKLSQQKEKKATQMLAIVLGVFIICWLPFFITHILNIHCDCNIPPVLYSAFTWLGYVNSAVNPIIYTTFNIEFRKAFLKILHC
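Cells plated with tetracycline inducer and held overnight at 30 C; calcium dye loaded 30–90 min at room temperature; baseline taken, compound added and read 180 s; EC20 dopamine then added and read 180 s.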
D1 ag: activates the human D1 dopamine receptor. P21728. HEK293 T-REx D1 cells, calcium flux, agonist mode. activation, % at 2 µM. 360,000 compounds, 1% hits. AID 504660; in the data active = activation above about 30%; note: 0% is about no effect
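Agonism was scored from calcium flux recorded over 180 s (1 read/s) after pintool compound addition, following a 10-cycle baseline. Cells were inducible force-coupled HEK293 TREx D1, plated overnight at 30 C and loaded with no-wash calcium dye.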
TRHR PAM: allosteric enhancers of human TRH receptor; 360,000 compounds, 0.66% hits; AID 493056; TRHR cells, fluo-8 calcium fluorescence, EC20 TRH enhancement; enhancement, % at 2 µM; P34981; in the data active = enhancement above about 30%; note: 0% is about no effect
Target sequence (P34981 whole entry, looked up): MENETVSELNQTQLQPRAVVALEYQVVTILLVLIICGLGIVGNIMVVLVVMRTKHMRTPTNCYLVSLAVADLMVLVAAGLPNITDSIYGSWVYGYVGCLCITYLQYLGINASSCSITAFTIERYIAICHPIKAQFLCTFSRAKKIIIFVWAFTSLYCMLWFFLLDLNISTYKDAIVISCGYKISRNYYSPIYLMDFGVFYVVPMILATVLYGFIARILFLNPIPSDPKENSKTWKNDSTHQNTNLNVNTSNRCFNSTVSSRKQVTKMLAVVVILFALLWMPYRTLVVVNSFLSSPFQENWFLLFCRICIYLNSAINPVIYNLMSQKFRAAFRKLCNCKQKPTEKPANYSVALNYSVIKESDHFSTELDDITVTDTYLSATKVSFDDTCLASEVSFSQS
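Enhancer read-out: after compound pinning and an initial kinetic agonist-mode read, an EC20 of TRH (10 nM final) was injected and fluo-8 calcium signal (Ex 480/Em 530) followed at 1 s/cycle for 100 cycles in TRHR-expressing cells.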
D1 potentiator: enhances dopamine response at the human D1 receptor. HEK293 TREx D1 cells, calcium flux, dopamine EC20 potentiation. potentiation, % at 10 µM. 360,000 compounds, 0.036% hits; in the data active = potentiation above about 30%; note: 0% is about no effect
TRHR agonist: activates the human TRH receptor; TRHR cells, calcium flux fluo-8, FDSS agonist mode; P34981; AID 493084; activation, % at 2 µM; 360,000 compounds, 0.18% hits; in the data active = activation above about 30%; note: 0% is about no effect
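Fluo-8-loaded TRHR cells; 10 s baseline, compound added, kinetic Ca2+ fluorescence read 1/s, agonist mode.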
RXFP1 antag: antagonists of human relaxin receptor RXFP1; activity change, negative = inhibition, % at 57.5 µM; HEK293-RXFP1, relaxin-stimulated cAMP HTRF, 30 min; stronger effect = lower value; Q9HBX9; 350,000 compounds, 0.59% hits;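 active = activity change of -60% or lower, but not beyond a set lower limit; inconclusive = change between -60% and -40%, or beyond the set limit; inactive = change above -40%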; note: % is set by controls: 0 for no effect and ±100 for the full control effect
RXFP1 ag: activates the human relaxin receptor RXFP1 | Q9HBX9 | HEK293T-RXFP1 cAMP TR-FRET, 30 min; response scale: percent of porcine relaxin response, buffer zero | Potency, µM (highest dose often 57.5 µM), without a hit: top-dose activation, usual class: activators | 370,000 compounds, 0.3% hits; note: potency is the fitted concentration of half-maximal effect; % is set by controls: 0 for no effect and ±100 for the full control effect; nearly all actives have a fitted effect of over 60% in size; many of its hits are not listed in these tables
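HEK293 cells stably expressing RXFP1, treated 30 min at 37C with compounds plus PDE4 inhibitor Ro 20174; cAMP measured by HTRF TR-FRET. Normalized to buffer and 29 nM porcine relaxin; EC50 by Hill fit.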
Apoferritin bind: binds horse apoferritin like a general anesthetic | Potency, µM (top dose mostly 77.5 µM), inactives show top-dose activity change, negative = displacement, most hits filed as inhibitors | AID 485281 | P02791 | apoferritin/1-aminoanthracene competitive binding, fluorescence | 350,000 compounds, 0.074% hits; note: potency is the fitted concentration of half-maximal effect; % is set by controls: 0 for no effect and ±100 for the full control effect; nearly all actives have a fitted effect of over 20% in size
Target sequence (P02791 2-175 limits assumed): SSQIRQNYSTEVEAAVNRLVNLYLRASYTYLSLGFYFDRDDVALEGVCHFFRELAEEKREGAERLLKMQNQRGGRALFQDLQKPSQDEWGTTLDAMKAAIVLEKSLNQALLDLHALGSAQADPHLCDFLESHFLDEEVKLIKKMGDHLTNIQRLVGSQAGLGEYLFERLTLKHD
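Horse-spleen apoferritin (10 uM) was mixed with 50% saturated 1-aminoanthracene in PBS, exposed to compounds for 10 min at room temperature, and read for fluorescence (ex 380 nm, em 535 nm). Competitive displacement was fitted with a four-parameter Hill equation.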
D1 antag: antagonists of human D1 dopamine receptor; P21728; HEK293 TREx D1 cells, calcium flux, dopamine EC80; stronger effect = lower value; activity change, negative = inhibition, % at 10 µM; 360,000 compounds, 3.2% hits; in the data active = activity change below about -30%; note: % is set by controls: 0 for no effect and ±100 for the full control effect
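Cells carrying a force-coupled, tetracycline-inducible human D1 receptor report calcium flux. Each well gets a 10 s baseline, compound with 180 s monitoring, then an EC80 dopamine stimulus with a second 180 s kinetic read.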
Active calls of the source: *; ? = inconclusive; nt = no result given; [ ] = dose if it differs, or a comment. Unless noted, calls come from the whole dose curve; as a rule, active = well fitted curve in the direction sought with a large enough effect; inconclusive = small, poorly fitted or top-dose-only effect, or another doubt; inactive = no such curve, though single readings can be large; an effect the other way counts as inactive or inconclusive. This is a subset; rates above refer to the full screens.

SMILES	D2 PAM	D1 ag	TRHR PAM	D1 potentiator	TRHR agonist	RXFP1 antag	RXFP1 ag	Apoferritin bind	D1 antag
COc1ccc(CCC(C)NCC2CCCCC2)cc1 (configuration not stated)	-15.3	5.5	2.1	-0.8	1.0	-5.8	-1.9%	-11.7%	0.3
N#CCSc1nnc2c(Cl)cc(Cl)cn12	-2.4	2.1	2.5	4.1	0.6	-7.0	-1.3%	-10.7%	-1.2
CN(CC(=O)Nc1c(Cl)cccc1Cl)C(=O)CCC(=O)c1ccccc1	8.7	0.8	14.0	4.0	-0.3	-13.2	2.6%	nt	0.4
COc1ccc(NC(=O)COC(=O)/C=C/c2ccccc2[N+](=O)[O-])cc1	7.4	-0.5	1.7	-8.4	-1.1	-12.3	-0.7%	-4.2%	-5.6
COc1cccc(C(=O)Nc2ccccc2OCc2cc(=O)n3cc(C)ccc3n2)c1	-10.9	-1.8	-1.3	-1.1	0.3	4.9	3.9%	-5.1%	3.6
CC(C)COc1ccc(Br)cc1CNC(C)(C)C	-9.0	3.3	-0.1	-3.0	2.4	-9.8	0.7%	-12.5%	-3.5
COc1ccc(NC(=O)C2CCN(S(=O)(=O)c3ccc(N4CCCC4=O)cc3)CC2)cc1OC	-6.8	3.1	0.6	7.0	0.0	7.3	3.4%	1.2%	12.3
O=C(NCc1ccccc1)c1cccnc1Sc1ccccc1	3.1	1.0	4.8	14.1	-1.8	-6.8	-3.6%	-1.2%	-5.8
CCOCCCn1cnc2c(c1=O)c1nc3ccccc3nc1n2-c1ccc(C)cc1	-9.2	0.4	-7.2	3.2	-0.8	-0.4	?	-8.8%	-0.2
O=C(CC1S/C(=N/N=C/c2c[nH]c3ccccc23)NC1=O)Nc1ccccc1 (configuration not stated)	-1.9	0.9	7.4	0.1	-0.1	-3.4	0.1%	60.3%[activator]	-15.1
O=C1COc2ccc(-c3csc(NCC4CCCO4)n3)cc2N1 (configuration not stated)	11.5	0.4	-6.2	-7.5	-0.5	-4.7	-0.7%	?	-3.0
O=C1c2ccccc2C(=O)N1CCSc1ccccc1	-9.8	1.7	-4.3	-6.7	-0.3	3.0	1.0%	?	10.4
O=C(CSc1nnc(Cc2ccccc2)n1-c1ccccc1)N1CCOCC1	3.9	2.0	0.4	-3.6	0.4	1.1	2.5%	-8.9%	2.2
CCC1(C)Cc2ccccc2C(=O)N1 (configuration not stated)	-15.4	0.7	-5.6	-8.6	-0.4	4.1	0.4%	-1.5%	-14.6
COc1ccc(C(=O)Nc2ccc(N3CCN(C)CC3)cc2)cc1	-9.4	2.9	1.4	-3.4	0.3	5.1	0.4%	-3.7%	3.4

Reprinted from above for reference:
SMILES	D2 PAM	D1 ag	TRHR PAM	D1 potentiator	TRHR agonist	RXFP1 antag	RXFP1 ag	Apoferritin bind	D1 antag
COc1ccc(CCC(C)NCC2CCCCC2)cc1 (configuration not stated)	-15.3	5.5	2.1	-0.8	1.0	-5.8	-1.9%	-11.7%	0.3
N#CCSc1nnc2c(Cl)cc(Cl)cn12	-2.4	2.1	2.5	4.1	0.6	-7.0	-1.3%	-10.7%	-1.2

Ordered by value in D1 antag (rising): 3 from the list above
structure	D1 antag
COc1ccc(NC(=O)COC(=O)/C=C/c2ccccc2[N+](=O)[O-])cc1	-5.6
O=C(CSc1nnc(Cc2ccccc2)n1-c1ccccc1)N1CCOCC1	2.2
O=C1c2ccccc2C(=O)N1CCSc1ccccc1	10.4

Part of the list above in order of count of non-hydrogen atoms, smallest number first:
SMILES	D2 PAM	D1 ag	TRHR PAM	D1 potentiator	TRHR agonist	RXFP1 antag	RXFP1 ag	Apoferritin bind	D1 antag
CC(C)COc1ccc(Br)cc1CNC(C)(C)C	-9.0	3.3	-0.1	-3.0	2.4	-9.8	0.7%	-12.5%	-3.5
O=C1COc2ccc(-c3csc(NCC4CCCO4)n3)cc2N1 (configuration not stated)	11.5	0.4	-6.2	-7.5	-0.5	-4.7	-0.7%	?	-3.0
COc1ccc(C(=O)Nc2ccc(N3CCN(C)CC3)cc2)cc1	-9.4	2.9	1.4	-3.4	0.3	5.1	0.4%	-3.7%	3.4
COc1ccc(NC(=O)C2CCN(S(=O)(=O)c3ccc(N4CCCC4=O)cc3)CC2)cc1OC	-6.8	3.1	0.6	7.0	0.0	7.3	3.4%	1.2%	12.3

New compounds follow.
SMILES	D2 PAM	D1 ag	TRHR PAM	D1 potentiator	TRHR agonist	RXFP1 antag	RXFP1 ag	Apoferritin bind	D1 antag
CCCN(CC(=O)Nc1ccccc1OC)C(=O)c1ccc2[nH]c3c(c2c1)CC(C)CC3 (configuration not stated)	1.2	1.9	9.6	1.8	0.7	-0.3	-3.2%	nt	-4.1
CCN(CC)CCCNC(=O)c1ccc(OCC(=O)Nc2ccccc2C(F)(F)F)c(OC)c1	-19.2	4.2	-2.9	-3.7	3.4	0.2	0.6%	-13.0%	13.0
COC(=O)c1c(C)nn(-c2ccc(F)cc2)c1-n1cccc1	-3.3	-1.0	28.7	-1.8	-1.9	-16.3	2.1%	-5.3%	-3.7
CC1CCN(CC(O)COc2ccc(F)cc2)CC1 (configuration not stated)	-26.1	2.2	-5.8	nt	0.5	nt	0.3%	-9.7%	-49.4*
CCCCn1ccnc1C(=O)c1cccc(S(=O)(=O)N2CC(C)CC(C)C2)c1 (configuration not stated)	2.0	12.8	9.5	1.2	0.9	3.3	0.5%	?	-3.1
COc1ccc(CN2C[C@H](C)[C@@H](CC(=O)NCc3ccccc3)C2=O)cc1	-3.0	2.8	-3.4	8.0	0.1	nt	1.9%	-8.0%	8.3
CC(=O)CCSc1ncnc2sc(-c3ccccc3)cc12	-3.0	5.0	-9.1	-5.5	0.7	?	-2.7%	-10.2%	1.1
Cc1ccc(CNC(=O)c2ccc(N(C)S(=O)(=O)c3ccccc3)cc2)cc1	-0.1	10.0	-0.2	nt	-1.4	3.9	2.6%	-6.2%	2.6
COC(=O)c1ccc(N)nc1	-6.6	-0.1	-1.4	-4.9	0.6	-11.1	0.3%	-2.5%	-10.4
O=C(CSc1nc2c(oc3ccccc32)c(=O)n1-c1ccccc1)Nc1ccc(F)c(Cl)c1	11.4	0.6	3.1	3.9	0.6	nt	0.3%	-9.5%	-5.7
CCOc1ccc(/C=N\NC(=O)c2c(C)nc3cc(C)ccn23)cc1	-9.0	0.6	-4.0	-10.6	-0.3	0.2	-1.9%	-1.3%	3.1
COc1ccc(CNC(=O)C(C)NCc2ccccc2Cl)cc1 (configuration not stated)	3.7	-0.1	7.7	2.2	-2.1	-8.9	-2.5%	2.1%	-9.9
COC(=O)c1c(NC(=O)COC(=O)CCS(=O)(=O)c2ccc(C)cc2)sc(C)c1C	-2.4	6.9	2.7	3.6	0.0	nt	0.2%	-3.4%	-14.7
O=C(c1ccc2ccccc2n1)N1CCN(c2ccccc2Cl)CC1	-2.3	1.8	2.6	-2.5	-0.4	-0.9	2.4%	-17.4%	-5.7
CCc1nccn1C(=O)c1cnn2c(C(F)F)cc(-c3ccc(C)cc3)nc12	0.4	5.6	3.6	5.8	-0.9	-7.4	1.9%	13.4%	-1.0
Cc1c(-c2nc(-c3ccccc3F)no2)nnn1-c1cc(F)ccc1F	-0.3	2.2	-3.9	-1.9	0.5	-12.8	-2.9%	8.3%	-5.8
COC(=O)c1csc(S(=O)(=O)N2CCCCC2)c1OC	12.7	3.9	3.1	-2.5	0.3	-0.1	1.2%	-2.1%	50.8
CN1C(C(=O)Nc2ccc(F)cc2F)=CC(c2ccc3c(c2)OCO3)=NS1(=O)=O	1.4	1.2	4.4	-1.4	0.2	-26.2	-0.1%	-10.7%	4.4
CCOC(=O)c1ccc(OS(=O)(=O)c2ccccc2)c(OC)c1	-5.1	4.6	-0.2	-2.5	0.3	-2.6	0.0%	-5.9%	12.7
O=[N+]([O-])c1cccc(/C=N/n2c(-c3cccnc3)n[nH]c2=S)c1	-6.9	1.2	1.1	-2.9	-1.0	-1.5	15.0%	-5.3%	3.3
CC(C)(C)NC(=O)NC(=O)COC(=O)CNS(=O)(=O)/C=C/c1ccccc1	-5.9	3.9	0.0	-0.5	0.1	1.6	1.5%	-15.1%	-14.4
O=C(COC(=O)CN1C(=O)NC2(CCCC2)C1=O)Nc1c(Cl)cccc1C(F)(F)F	-1.1	1.7	-1.7	-5.8	0.1	0.2	1.1%	nt	-3.1
CCOc1ccc(NC(=O)CN(C)C(=O)c2ccc(OCc3ccccc3)c(OC)c2)cc1OCC	5.1	1.6	25.1	2.4	-1.1	-8.1	-0.8%	nt	6.0
Cc1ccc(-c2csc3ncnc(N4CCN(Cc5ccccc5)CC4)c23)cc1	nt	1.8	53.9*	-4.8	0.5	2.7	-0.7%	-2.1%	6.0
Cc1cc(C(=O)CN2C(=O)c3ccccc3S2(=O)=O)c(C)n1CC1CCCO1 (configuration not stated)	3.4	0.5	-6.2	2.6	0.5	-1.5	0.0%	-18.0%	-9.0
Cc1ccc(C)c(C(=O)CSc2nnnn2-c2cccnc2)c1	-2.4	-0.1	1.0	-5.3	-1.4	4.1	0.1%	-15.8%	6.9
CSc1ccc(-c2sc(Nc3cccc4ccccc34)n[n+]2-c2ccccc2)cc1	-4.7	2.7	6.2	-3.4	-0.7	nt	1.6%	-14.1%	-0.8
COc1ccc(Br)c(C(=O)Nc2nc3ccccc3[nH]2)c1	11.1	22.7	15.4	-1.9	-1.1	3.9	?	-11.2%	-9.9
Cc1cc(S(=O)(=O)N2CCOCC2)ccc1OCC(=O)Nc1ccc(F)c(Cl)c1	8.7	20.3	-9.9	nt	0.8	-7.3	1.3%	5.9%	-23.5
Cc1ccc2c(CC(=O)OCC(=O)N(CC(C)C)c3c(N)n(Cc4ccccc4)c(=O)[nH]c3=O)coc2c1	-1.1	4.0	49.2*	-3.0	0.4	-15.1	-0.1%	nt	-16.5
CC(OC(=O)c1cccc(S(=O)(=O)N2CCOCC2)c1)C(=O)NC1CCCCC1C (configuration not stated)	-9.5	4.7	-3.1	nt	-0.2	1.2	-0.8%	nt	-6.6
CCCn1c(=NC(=O)c2cc3ccccc3o2)c(C(=O)OCC)cc2c(=O)n3ccccc3nc21	11.9	0.9	7.4	0.1	-0.2	nt	1.5%	-13.3%	6.5
COc1ccc(CNc2ccc3c(c2)nc(C)n3C)cc1	nt	3.3	-3.5	-5.5	0.4	-15.4	1.8%	-13.1%	-13.9
